# Compound activity: PubChem, National Center for Advancing Translational Sciences (NCATS)
# TDP1 cell noCPT = qHTS for Inhibitors of human tyrosyl-DNA phosphodiesterase 1 (TDP1): qHTS in cells in absence of CPT; DT40 Tdp1-/- hTDP1 cells, no CPT, ATP luminescence, 48 h; Potency, µM (doses to about 46.2 µM), without a hit: at the top dose activity change, negative = growth inhibition, actives largely listed as inhibitors; hit rate 15% among 420,000; AID 686978, 2013; further: nearly all actives have a fitted effect of over 55% in size
#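 Cells were dispensed at 400 per well, compounds added by pin tool, plates incubated ≥48 hr at 37 °C, then CellTiter-Glo added for 30 min at room temperature before luminescence reading. Line: DT40 Tdp1-/- complemented with hTDP1; camptothecin omitted.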
# KAT2A inh = inhibitors of human GCN5L2 histone acetyltransferase; hit rate 0.21% among 390,000; Q92830; GCN5L2 HAT assay, ThioGlo1 CoA-SH fluorescence; Potency, µM (top dose mostly 58.9 µM), inactives show at the highest dose activity change, negative = inhibition, most hits filed as inhibitors; AID 504327
# Target sequence (Q92830 whole entry, looked up): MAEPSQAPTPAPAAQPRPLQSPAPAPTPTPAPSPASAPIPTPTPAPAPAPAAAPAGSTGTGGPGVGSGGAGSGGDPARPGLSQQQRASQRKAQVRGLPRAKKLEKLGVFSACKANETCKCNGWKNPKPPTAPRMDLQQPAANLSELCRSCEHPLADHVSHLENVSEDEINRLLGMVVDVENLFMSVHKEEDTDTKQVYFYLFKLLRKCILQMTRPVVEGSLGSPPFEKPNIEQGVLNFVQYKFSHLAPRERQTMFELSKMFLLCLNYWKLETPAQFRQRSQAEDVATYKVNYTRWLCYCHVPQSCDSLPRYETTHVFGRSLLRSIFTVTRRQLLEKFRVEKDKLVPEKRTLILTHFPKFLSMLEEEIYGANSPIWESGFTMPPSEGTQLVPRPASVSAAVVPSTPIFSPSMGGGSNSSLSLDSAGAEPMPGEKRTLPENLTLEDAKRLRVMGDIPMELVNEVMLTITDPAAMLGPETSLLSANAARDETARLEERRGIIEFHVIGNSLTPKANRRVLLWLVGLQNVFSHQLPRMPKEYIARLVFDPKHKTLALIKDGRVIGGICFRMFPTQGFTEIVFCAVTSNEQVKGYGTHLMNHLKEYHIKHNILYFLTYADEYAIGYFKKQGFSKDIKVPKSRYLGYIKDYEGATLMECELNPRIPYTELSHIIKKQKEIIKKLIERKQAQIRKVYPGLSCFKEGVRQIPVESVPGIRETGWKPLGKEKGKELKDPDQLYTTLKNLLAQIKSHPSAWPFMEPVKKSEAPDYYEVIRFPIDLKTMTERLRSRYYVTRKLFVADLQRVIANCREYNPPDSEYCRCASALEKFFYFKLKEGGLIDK
#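 GCN5L2 (20nM final) in 50mM HEPES, 0.1mM EDTA pH 7.5, 0.01% Tween-20 was preincubated 15 min at room temperature with compound, then given ThioGlo1 (50uM), H3(1-25) peptide (75uM) and acetyl-CoA (70uM); CoA-thiol fluorescence (Ex340/Em540) was read at 0 and 20 min.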
# DT40 TDP1 CPT = growth inhibition of DT40 Tdp1-/-;hTDP1 cells with camptothecin (screen for TDP1 inhibitors). chicken DT40 Tdp1-/-;hTDP1 cells + 20 nM CPT, ATP luminescence, 48 h. Potency, µM (titrated, usually from 46.2 µM), inactives show top-dose activity change, negative = growth inhibition, actives largely listed as inhibitors. hit rate 12% among 420,000. AID 686979; further: nearly all actives have a fitted effect of over 55% in size
#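 Chicken DT40 Tdp1-/- cells complemented with human TDP1, 400 cells/well, exposed to compounds plus 20 nM camptothecin for at least 48 h at 37 C; viability read as ATP content by CellTiter-Glo luminescence.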
# An asterisk follows results filed as active; ? = inconclusive; / = no result given; & = joins results of further samples; ! = a repeat was not active; [ ] = another dose, or the depositor's remark. The call rests on the fitted dose curve; in most records, active means well fitted curve in the direction sought with a large enough effect; inconclusive means small, poorly fitted or top-dose-only effect, or another doubt; inactive means no such curve, though single readings can be large; an effect the other way counts as inactive or inconclusive. On the % scale 0 is the no-effect control and ±100 the full control effect; potency means the concentration at half of the fitted maximal effect.
SMILES,TDP1 cell noCPT,KAT2A inh,DT40 TDP1 CPT
COc1ccc(OC)c(CNn2c(-c3cccc(C)c3)nc3ccccc3c2=O)c1,?,1%,?
Cn1c(CNC(=O)c2ccco2)nnc1SCC(=O)c1ccc(Br)cc1,-25%,-3%,-10%
CCOC(=O)c1cnc(SCC(=O)Nc2ccc3c(c2)OCCO3)nc1N,?,1%,?
COc1ccc(NC(=O)CN(C)S(=O)(=O)c2ccc3c(c2)c(=O)n(C)c(=O)n3C)cc1,?,-11%&-6%,?
CCn1c(CNC(=O)C23CC4CC(CC(C4)C2)C3)nnc1SCC(=O)Nc1ccccc1,?,-2%,-19%
Cc1cc(C)c(NC(=O)c2ccc3nc(C(C)C)oc3c2)c(C)c1,?,-3%,?
CCN(CC)Cc1c(C(=O)N2CCc3ccccc3C2)nc2ccc(Cl)cn12,-15%,-3%,16%
Cc1ccc[n+](C(C(=S)NCc2ccco2)=C([O-])c2ccccc2Cl)c1,-14%,/,-2%
Cc1ccc(NC(=O)CO/N=C(\N)c2ccccc2)cc1C,-14%,-3%,-4%
CN(C)C(=O)c1nc2ccccc2s1,-7%,1%,9%
CCO/N=C/c1ccc(OC)c(Oc2nc(OC)cc(OC)n2)c1,?,-4%,-10%
C[C@H](CO)N1C[C@H](C)[C@@H](CN(C)S(=O)(=O)c2ccccc2)Oc2ccc(NC(=O)CCC(F)(F)F)cc2C1=O,-30%,3%,21µM*

# Continued; it opens with the 2 that closed the last part.
SMILES,TDP1 cell noCPT,KAT2A inh,DT40 TDP1 CPT
CCO/N=C/c1ccc(OC)c(Oc2nc(OC)cc(OC)n2)c1,?,-4%,-10%
C[C@H](CO)N1C[C@H](C)[C@@H](CN(C)S(=O)(=O)c2ccccc2)Oc2ccc(NC(=O)CCC(F)(F)F)cc2C1=O,-30%,3%,21µM*
COC(=O)c1cccnc1-n1c(=O)c2cccnc2n(CC(=O)Nc2ccc(Br)cc2)c1=O,?,0%,?
COCn1c(-c2ccccc2)nc2ccccc21,-7%,1%,6%
COc1ccccc1N1CCN(Cc2cc(=O)oc3ccccc23)CC1,?,/,?
S=C1NC2=C(CCC/C2=C\c2ccc(Cl)cc2)C(c2ccc(Cl)cc2)N1 (stereo not given),23µM*,-1%,?
COc1ccc(/C(N)=N/OC(=O)Cc2ccc(C)cc2)cc1OC,?,-4%,-22%
COc1ccccc1CC(=O)Nc1ccc2c(c1)CCC2,?,16%,-4%
CCOC(=O)N1CCN(C(=O)COC(=O)COc2c(C)cc(C)cc2C)CC1,-2%,-5%,6%
Cc1nn(CCCC(=O)NCc2ccc(OC(C)C)cc2)c(=O)c2c1sc1ccccc12,?,-5%,?
C[C@@H]1CN([C@H](C)CO)C(=O)CCCn2nncc2CO[C@H]1CN(C)Cc1ccncc1,-4%,/,4%
CC(=O)OCCNc1cc(SC(C)C)c2nonc2c1[N+](=O)[O-],?,-9%,-1%
COc1ccccc1-c1nc(C(=O)NCC2CCCO2)cc2c1[nH]c1ccccc12 (stereo not given),15µM*,-14%,21µM*
O=C(O)COc1ccc(/C=N/O)cc1Br,-14%,-2%,-1%

# Among those listed so far, 3 contain a Cl atom:
SMILES,TDP1 cell noCPT,KAT2A inh,DT40 TDP1 CPT
CCN(CC)Cc1c(C(=O)N2CCc3ccccc3C2)nc2ccc(Cl)cn12,-15%,-3%,16%
Cc1ccc[n+](C(C(=S)NCc2ccco2)=C([O-])c2ccccc2Cl)c1,-14%,/,-2%
S=C1NC2=C(CCC/C2=C\c2ccc(Cl)cc2)C(c2ccc(Cl)cc2)N1 (stereo not given),23µM*,-1%,?

# (more compounds)
SMILES,TDP1 cell noCPT,KAT2A inh,DT40 TDP1 CPT
CCOC(=O)[C@@H]1[C@H]2COc3cc(OC)ccc3[C@H]2N2C(=O)N(c3cccc(Cl)c3)C(=O)[C@]12C,?,2%,15µM*
NC(=O)C[n+]1cccc(CNC(=O)c2ccc(OC(F)F)cc2)c1,5%,0%,28%
O=C(NN1C(=O)C2C(c3ccccc3)C=CC(c3ccccc3)C2C1=O)c1ccncc1 (stereo not given),9%,-4%,-15%
COc1ccc(CCNS(=O)(=O)c2ccc3c(c2)NC(=O)C(C)S3)cc1OC (stereo not given),?,-3%,-30%
O=C(NCc1ccc(Cl)cc1)C1CCN(S(=O)(=O)c2ccc(F)cc2)CC1,18µM*!,-2%&-10%,3.7µM*
COc1cccc(CNC(=O)c2nnn(CC(=O)Nc3ccc(C)c(C)c3)c2N)c1,-21%,1%,-23%
CN(Cc1ccccc1)C1(CNC(=O)CCC(F)(F)F)Cc2ccccc2C1,?,2%,?
N#Cc1ccccc1NC(=O)Nc1cccs1,-2%,139%[activator],-23%
O=C(c1cc(COc2ccc(F)cc2Cl)on1)N1CCCCCC1,?,-4%,?
O=C(COC(=O)/C=C/c1cccc(Br)c1)NC1CCCCCC1,9%,-1%,-16%
CCOC(=O)[C@@H]1[C@H]2COc3cc(OC)ccc3[C@@H]2N2C(=O)N(c3ccc(F)cc3)C(=O)[C@@]12C,-21%,2%,-10%
CCCCCc1cc(=O)oc2c(C(CCN3CCCC(C)C3)c3ccc4c(c3)OCO4)c(OC)cc(OC)c12 (stereo not given),?,-25%,?
CCOCCCn1c(=N)c(C(=O)NCc2cccnc2)cc2c(=O)n3cc(C)ccc3nc21,-15%,-1%,2%
Cc1cccc(NC(=S)N2CCN(c3ccccc3F)CC2)c1C,-11%,8%,-10%
CC(C)(C)OC(=O)N1CCN(c2ccc(NC(=O)Cn3nnc(-c4ccccc4)n3)cc2)CC1,23µM*,-1%,?
CC(C)(C)OC(=O)C[C@H]1C/C=C\C[C@@H](CC(=O)N[C@H](CO)Cc2ccccc2)C(=O)NC[C@H](c2ccccc2)OC1=O,23µM*,1%,?
CC(C)c1cc(NCCOCCO)n2c(nc3ccccc32)c1C#N,?,?,-11%
CC(=O)c1cccc(NCC(=O)N2CCN(S(=O)(=O)c3ccccc3)CC2)c1,4%,-11%,-14%
CN(C)/C=C1\C=Cc2ccccc21,13µM*,/,?
CN1CCN(c2oc(Cc3cccc4ccccc34)nc2C#N)CC1,-26%,0%,3%
COc1ccc(NS(=O)(=O)c2ccc(C)c(C(=O)NCC(c3ccco3)N(C)C)c2)cc1 (stereo not given),-4%,1%,?
O=C(CSc1nc2c([nH]c3ccccc32)c(=O)n1-c1ccc(F)cc1)NCC1CCCO1 (stereo not given),-26%,-3%,-13%
CCC1CCCCN1CCCNC(=O)c1ccc(CS(=O)(=O)Cc2ccc(Cl)cc2)o1 (stereo not given),7%,-11%,-10%
CC(C)C(CCNC(=O)CN1C(=O)c2ccccc2C1=O)c1ccco1 (stereo not given),-12%,/,-1%
Cc1ccc(C)c(OCc2cc(C(=O)N3CCC(N4CCCC(O)C4)CC3)no2)c1 (stereo not given),0%,-12%,?
CCN(CC(=O)NC(C)(C)C)C(=O)C(c1ccccc1)c1ccccc1,-2%,1%,1%
Cn1nc(-c2ccccc2F)c2cc(C(=O)NCCc3ccc(Cl)cc3)sc21,16µM*,-10%,?
CN(C)C(/C=C/Nc1ccc(O)cc1)=C(C#N)C#N,-1%,-5%,0%
O=C(Cc1ccc(F)cc1)c1ccc(O)cc1O,?,-9%,4%
O=C(CCN1C(=O)C2C3CCC(C3)C2C1=O)Nc1cccc(Cl)c1 (stereo not given),0%,-4%,-3%
CCOCc1cnc(C)nc1NCC(=O)c1c(C)n(C)c2ccc(OC)cc12,?,0%,?
CCn1c2ccc(/C(C)=N\O)cc2c2cc(/C(C)=N\O)ccc21,-25%,-2%,6%
COc1ccc(Br)c(C(=O)Nc2cc3c(cc2N2CCCCC2)n(C)c(=O)c(=O)n3C)c1,8.2µM*,0%,23µM*
Cc1ccc(-c2cc(C(=O)NCc3cnn(C)c3C)c3ccccc3n2)cc1C,18µM*,-7%,?
Cn1c(CNc2ccc(O)cc2)nc2ccccc21,?,17%,?
C=CCn1c(SCC(=O)Nc2ccc(C(=O)O)cc2)nc2sc(C)c(C)c2c1=O,26%,-14%,2%

# A different layout for 7 compounds above:
Structure	TDP1 cell noCPT	KAT2A inh	DT40 TDP1 CPT
CCN(CC(=O)NC(C)(C)C)C(=O)C(c1ccccc1)c1ccccc1	-2%	1%	1%
Cn1nc(-c2ccccc2F)c2cc(C(=O)NCCc3ccc(Cl)cc3)sc21	16µM*	-10%	?
CN(C)C(/C=C/Nc1ccc(O)cc1)=C(C#N)C#N	-1%	-5%	0%
O=C(Cc1ccc(F)cc1)c1ccc(O)cc1O	?	-9%	4%
O=C(CCN1C(=O)C2C3CCC(C3)C2C1=O)Nc1cccc(Cl)c1 (stereo not given)	0%	-4%	-3%
CCOCc1cnc(C)nc1NCC(=O)c1c(C)n(C)c2ccc(OC)cc12	?	0%	?
CCn1c2ccc(/C(C)=N\O)cc2c2cc(/C(C)=N\O)ccc21	-25%	-2%	6%

# Other results.
SMILES,TDP1 cell noCPT,KAT2A inh,DT40 TDP1 CPT
CC(NC(=O)c1ccco1)C(=O)N1CCN(c2ccccc2)CC1 (stereo not given),-15%,?,10%
CCn1c(SCC(=O)NCCc2ccccc2)nnc1C(C)C,-13%,-8%,20%
CCSc1nc2n(n1)C(c1cccc(F)c1)C1=C(CCCC1=O)N2 (stereo not given),-16%,-5%,-11%
COc1cc(OC)cc(C(=O)N[C@H](C(=O)OCC(=O)Nc2sccc2C#N)C(C)C)c1,17%,-5%,-2%
CSc1ccccc1OCc1cc(C(=O)N2CCSCC2)no1,-25%,-8%,-8%
CCN1C[C@@H]2[C@@H]3C(=O)N(C)C(=O)[C@@H]3[C@](Cc3ccccc3)(C1=O)N2C(=O)c1ccc(Cl)c(Cl)c1,?,/,?
CC(C)Oc1ccc(S(=O)(=O)N2CCOCC2)cc1NC(=O)CSC(=S)N1CCCC1,21µM*,/,?
Cc1ccc(S(=O)(=O)Nc2ccc(O)c3cccnc23)cc1,6.5µM*,-11%,2.9µM*
CCCn1c(N)cc(=O)n(C)c1=O,-4%,1%,0%
Nc1nc(SCc2ccccc2Cl)n[nH]1,-17%,-6%,-2%
O=C(/C=C(\c1ccc(Cl)cc1)n1cncn1)c1ccc(Cl)cc1,16µM*,0%,?
COCCN(C(=O)c1ccco1)C(C(=O)NC1CCCC1)c1cccs1 (stereo not given),-21%,4%,-25%
COC(=O)C1(C(=O)OC)c2ccccc2N(S(=O)(=O)c2ccc(C)cc2)C1CC(=O)c1ccccc1 (stereo not given),?,/,?
CCS(=O)(=O)N1CCN(c2cccc(C)c2C)CC1,-12%,-5%,-17%
CC1(c2ccc3ccccc3c2)NC(=O)N(CC(N)=O)C1=O (stereo not given),16%,-8%,2%
COc1ccc(NCc2nnc(-c3ccccc3)o2)cc1,-23%,5%,-25%
CC1=NN(c2ccc(Cl)cc2)C(=O)C1,-23%,-4%,-4%
CCN(CC)c1ccc(C=NNc2ccc([N+](=O)[O-])cn2)cc1,?,/,21µM*
CCn1ncc(/C=N/NC(=O)c2ccc3c(c2)OCO3)c1C,?,-8%,?
CCCCCCN(C(=O)CCCN1C(=O)NC(c2ccc([N+](=O)[O-])cc2)C(C(=O)OCc2ccccc2)=C1C)C(C)C(=O)NCCCC (stereo not given),9.2µM*,6%,12µM*
N#CCC(CNc1ncc(C(F)(F)F)cc1Cl)OC(=O)c1cccc(C(F)(F)F)c1 (stereo not given),-16%,-18%,-2%
Cc1cc(S(=O)(=O)Nc2nc(CN3CCOCC3)nc3sc4c(c23)CCC4)cc(C)c1C,-7%,-4%,-10%
Cc1ccc(S(=O)(=O)/C(C#N)=C/c2c(N3CCCCC3)nc3ccccn3c2=O)cc1,-29%,-7%,-1%
Cn1c(-c2ccsc2)c(-c2cccs2)c2cc(Br)ccc21,?,20µM*,?
Cc1cccc(Nc2nnc(SCc3cn4ccsc4n3)s2)c1,?,-1%,?
CCN1CCN(Cc2c(O)ccc3c(=O)c(-c4ccc(OC)c(OC)c4)c(C)oc23)CC1,0%,-3%,-17%
CSc1ncc(CN2CCN(C3CCN(C(C)C)CC3)C(CCO)C2)cn1 (stereo not given),-5%,-24%,2%
CCOc1ccc(Cc2onc3c2C(=O)CCC3)cc1OCC,-1%,-9%,1%
Cn1c(=O)c2c(nc(SCC(=O)N3CCc4ccccc4C3)n2C)n(C)c1=O,-7%,-1%,-1%

# Hits appear at their usual frequency; 18% or so of the library scored in one or more.
